High-throughput results deposited in PubChem BioAssay by National Center for Advancing Translational Sciences (NCATS).
Chronic BCR inh = chronic active BCR signaling inhibition; 0.05% of 340,000 active; Potency, µM (highest dose often 46.1 µM), without a hit: at the highest dose ratio change, negative = lower green/red ratio, actives largely listed as inhibitors; ABC-DLBCL IkBa-CBG/CBR reporter, luminescence ratio, 4 h; AID 493014; active means well fitted inhibition curve with a large enough effect in the signal ratio, with a control signal flat, not every such curve was filed as active; inconclusive means small, poorly fitted or top-dose-only effect, or effect the other way, or a change in a side signal; the % refers to the signal ratio;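 further: potency means the concentration at half of the fitted maximal effect; plate controls were basal doxycycline-induced cells for no effect and cells given 10 µM MG132 for full effect; MG132 reads +100%, hits lower the ratio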
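Doxycycline induced both beetle luciferases in TMD8 lymphoma cells; IKK-driven degradation limits the IkappaBalpha-fused green signal, while red luminescence normalises for cell number and nonspecific effects. Compounds tested up to 46 uM, 4 hrs.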
TSG101-PTAP inh = blocks PTAP/TSG101 interaction to inhibit HIV-1 budding | Q99816 | Fluorescence polarization, FITC-PTAP peptide / Tsg101 binding | Potency, µM (titrated, usually from 115 µM), inactives show at the highest dose activity change, negative = inhibition, actives largely listed as inhibitors | 340,000 tested, under 10 active | AID 493005; active means well fitted inhibition curve with a large enough effect in the main read-out, with a control signal flat, not every such curve was filed as active; inconclusive means small, poorly fitted or top-dose-only effect, or effect the other way, or a change in a side signal; inactive means no such curve, though single readings can be large or run the other way; further: potency means the concentration at half of the fitted maximal effect; % of control where 0% means no effect
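Fluorescence polarization binding of Tsg101 binding domain (10 uM final) to FITC-labeled PTAP peptide (50 nM final) in HEPES pH 7.5 buffer with NaCl, Tween 20, EDTA, TCEP. Compounds added before peptide; binding 20 min at RT.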
Mito fusion act = blocks mitochondrial division or promotes mitochondrial fusion | S. cerevisiae fusion-defective mutant growth rescue, CellTiterGlo 48 h | Potency, µM (top dose mostly 46.1 µM), for the others: at the highest dose growth rescue (activation), hits mostly activators | 0.23% of 320,000 active | AID 485298;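 further: potency means the concentration at half of the fitted maximal effect; % of control where 0% means no effect; nearly all actives have a fitted effect of over 45% in size; temperature-sensitive fusion mutants such as fzo1-1 at 37 °C on non-fermentable ethanol glycerol medium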
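Yeast fusion mutant, YPEG (non-fermentable carbon), compound, 48 h at 37C non-permissive; CellTiterGlo added, 10 min RT, luminescence read. Rescued growth = division inhibition.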
Tb PFK block = inhibitors of T. brucei phosphofructokinase. O15648. T. brucei PFK, ADP-Glo luminescence. Potency, µM (top dose mostly 57.5 µM), for inactives: top-dose activity, negative = inhibition, usual class: inhibitors. 0.17% of 330,000 active. AID 485367;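 further: potency means the concentration at half of the fitted maximal effect; 0% = uninhibited 1x PFK enzyme wells and -100% = no-enzyme wells; nearly all actives have a fitted effect of over 60% in size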
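Compounds were pin-transferred as a titration series up to 57 uM into substrate buffer (0.5 mM F6P, 0.1 mM ATP, pH 8.0), then 1.25 nM PFK was added and reactions ran 45 min before ADP-Glo detection.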
uPA generation = cell surface uPA generation inhibition. 0.31% of 330,000 active. cell surface uPA generation assay, qHTS. Potency, µM (titrated, usually from 38.3 µM), without a hit: top-dose activity change, negative = inhibition, actives largely listed as inhibitors; active means well fitted inhibition curve with a large enough effect; inconclusive means small, poorly fitted or top-dose-only effect; inactive means no such curve, though single readings can be large or run the other way; tested in mouse RAW 264.7 cells; further: potency means the concentration at half of the fitted maximal effect; on the % scale 0 is the no-effect control and ±100 the full control effect; nearly all actives have a fitted effect of over 55% in size
Eya2 phos inh = blocks the phosphatase activity of human Eya2; O00167; AID 488837; Potency, µM (series often up to 76.9 µM), inactives show at the highest dose activity, negative = inhibition, most hits filed as inhibitors; 0.006% of 330,000 active; recombinant Eya2, OMFP fluorescence dephosphorylation (OMFP is methylfluorescein phosphate); further: potency means the concentration at half of the fitted maximal effect; on the % scale 0 is the no-effect control and ±100 the full control effect
Target sequence (O00167 whole entry, looked up): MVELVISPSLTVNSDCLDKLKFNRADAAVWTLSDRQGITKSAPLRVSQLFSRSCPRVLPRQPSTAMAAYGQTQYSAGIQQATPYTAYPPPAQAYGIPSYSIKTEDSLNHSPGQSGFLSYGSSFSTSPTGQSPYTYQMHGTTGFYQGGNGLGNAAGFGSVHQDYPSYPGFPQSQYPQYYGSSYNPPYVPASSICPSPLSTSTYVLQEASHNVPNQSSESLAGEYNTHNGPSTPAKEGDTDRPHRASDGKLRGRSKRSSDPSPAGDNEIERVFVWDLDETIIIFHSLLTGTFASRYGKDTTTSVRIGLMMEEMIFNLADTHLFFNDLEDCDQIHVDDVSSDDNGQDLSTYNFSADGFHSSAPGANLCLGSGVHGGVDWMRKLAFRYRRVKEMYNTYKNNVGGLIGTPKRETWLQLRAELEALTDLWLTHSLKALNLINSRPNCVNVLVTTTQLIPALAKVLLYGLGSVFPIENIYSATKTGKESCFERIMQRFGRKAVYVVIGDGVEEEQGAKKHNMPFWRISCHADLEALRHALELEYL
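Eya2 protein (added as 0.2 uM solution) was preincubated with compound for 10 min at ambient temperature in 50 mM HEPES pH 7.5, 50 mM NaCl, 5 uM MgCl2, 0.05% BSA, 1 mM DTT. OMFP (added at 50 uM) then reacted 10 min; fluorescence read at 485/525 nm.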
TSHR antag = human thyrotropin receptor antagonism | TSHR-expressing cells, TSH-stimulated cAMP HTRF, 2 h; active compounds read low | activity change, negative = inhibition, % at 11.5 µM | P16473 | 0.2% of 330,000 active | AID 504810;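 active means activity change below a set negative limit, meaning inhibition stronger than a set level, cut at about -70% in these data; inconclusive means activity change between two set negative limits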; further: on the % scale 0 is the no-effect control and ±100 the full control effect
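Read-out is FRET at 665 nm (cryptate excitation 337 nm) from a cryptate-tagged anti-cAMP antibody, competed by cell cAMP against cAMP-d2. Compounds are tested on freshly harvested TSHR cells challenged with 4nM TSH (EC80) for 2 hours at 37 deg C.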
USP2a block = inhibitors of human ubiquitin-specific protease USP2a; O75604; USP2 core, Ub-CHOP2 coupled fluorogenic reporter, 485/531; Potency, µM (titrated, usually from 38.3 µM), for the others: at the top dose activity change, negative = inhibition, most hits filed as inhibitors; 0.01% of 330,000 active;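 further: potency means the concentration at half of the fitted maximal effect; plate controls were DMSO wells for no effect and full inhibition by NEM control for full effect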
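Cell-free coupled assay: 10nM USP2 core preincubated 30min RT with compound in Tris-HCl pH 8.0/CaCl2/CHAPS buffer, then 25nM Ub-CHOP2 and 25nM reporter substrate; fluorescence (Ex 485/Em 531) read after 60min RT, normalized to NEM inhibition, concentration-response curves fitted.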
TCR activator = T cell receptor activation. primary human leukocytes, anti-CD3, IL-2 HTRF, 48 h. Potency, µM (series often up to 9.22 µM), inactives show at the highest dose activation of IL-2 secretion, hits mostly activators. 330,000 tested, under 10 active; further: % of control where 0% means no effect
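TCR engagement came from a-CD3 beads alone, with compounds added to primary human leukocytes for 48 hr. Secreted IL-2 bridged europium cryptate- and d2-labelled anti-IL-2 antibodies, giving FRET emission at 665nm after 320nm excitation.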
B2AR arrestin = beta2AR (human) beta-arrestin recruitment activity. P07550. beta-arrestin recruitment to beta2AR, cell-based reporter. Potency, µM (top dose mostly 46.1 µM), without a hit: at the top dose activation, usual class: activators. 0.02% of 330,000 active. AID 492947;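 further: potency means the concentration at half of the fitted maximal effect; 0% = DMSO controls and full agonism = EC100 isoproterenol or metaproterenol; nearly all actives have a fitted effect of over 65% in size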
Target sequence (P07550 whole entry, looked up): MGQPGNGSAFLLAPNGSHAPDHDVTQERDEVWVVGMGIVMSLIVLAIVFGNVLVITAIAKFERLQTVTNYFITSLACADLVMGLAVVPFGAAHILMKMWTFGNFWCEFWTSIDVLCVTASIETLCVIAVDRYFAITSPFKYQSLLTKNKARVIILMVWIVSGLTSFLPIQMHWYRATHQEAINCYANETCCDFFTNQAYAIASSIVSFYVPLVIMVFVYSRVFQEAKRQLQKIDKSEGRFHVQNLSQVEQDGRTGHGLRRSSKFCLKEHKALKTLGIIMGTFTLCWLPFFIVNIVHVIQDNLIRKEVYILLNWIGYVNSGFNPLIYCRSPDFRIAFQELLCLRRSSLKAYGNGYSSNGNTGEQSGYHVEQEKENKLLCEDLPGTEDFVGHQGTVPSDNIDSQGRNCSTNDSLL
ELG1 DNA repair = inhibitors of ELG1-dependent DNA repair in HEK293T cells; HEK293T ELG1-luciferase reporter, luminescence, 16 h; DNA damage induced by 5-fluorouridine; Potency, µM (series often up to 46.1 µM), for inactives: at the highest dose activity change, negative = inhibition, hits mostly inhibitors; 2.3% of 330,000 active; AID 504467; further: potency means the concentration at half of the fitted maximal effect; on the % scale 0 is the no-effect control and ±100 the full control effect; nearly all actives have a fitted effect of over 55% in size
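Cells (2,000 per well) received 5-fluorouridine plus test compound or DMSO and were incubated 16 hr at 37 °C, 5% CO2. Luciferase activity was read by luminescence 30 min after ONE-Glo addition; signal suppression marked inhibition of damage-induced ELG1 function.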
The depositor's hits bear a star; ? = inconclusive; · = not tested or not shown; [ ] = another dose, or the depositor's remark. Unless noted, the call rests on the fitted dose curve; in most records, active means well fitted curve in the direction sought with a large enough effect; inconclusive means small, poorly fitted or top-dose-only effect, or another doubt; inactive means no such curve, though single readings can be large; an effect the other way counts as inactive or inconclusive.

SMILES	Chronic BCR inh	TSG101-PTAP inh	Mito fusion act	Tb PFK block	uPA generation	Eya2 phos inh	TSHR antag	USP2a block	TCR activator	B2AR arrestin	ELG1 DNA repair
NC(=O)c1ccsc1NC(=O)c1coc2ccccc2c1=O	?	-8.4%	-0.3%	16.0%	-8.8%	-11.3%	-1.9	1.4%	-5.1%	0.1%	?
O=C(C1CCCO1)N1CCN(S(=O)(=O)c2ccc(Cl)cc2)CC1 (stereo unspecified)	8.1%	-3.1%	1.7%	-0.2%	-0.4%	10.6%	2.1	-3.1%	0.8%	-0.4%	0.6%
CSCCC(NC(=O)/C(=C\c1ccco1)NC(=O)c1ccco1)C(=O)O (stereo unspecified)	0.8%	-3.6%	0.8%	6.0%	12.5%	12.0%	17.8	2.0%	9.5%	-0.6%	0.0%
COc1ccc(C(=O)NNC(=O)CCc2ccccc2OC)cc1	-21.3%	-4.9%	-8.9%	2.3%	2.4%	-29.5%	5.7	0.4%	2.3%	-0.3%	17.9%
CCOC(=O)c1[nH]c2ccc(OC)cc2c1NC(=O)CN1CCN(c2ccccn2)CC1	11.3%	·	0.3%	-2.0%	·	-1.3%	-6.2	-0.6%	-1.6%[46.1 µM]	-0.5%	?
CC(=O)Nc1cccc(C(=O)OCC(=O)NCc2ccc(F)cc2)c1	-14.5%	-0.7%	4.7%	0.0%	3.5%	-1.8%	4.1	3.5%	-3.8%	-0.4%	17.0%
COc1cccc2[nH]c(C(=O)NC(C)c3ccccc3)cc12 (stereo unspecified)	?	-0.9%	-6.6%	-3.2%	-9.0%	7.1%	13.2	-1.1%	1.7%	-0.9%	-17.9%
CCOc1cc(-c2nc3cc(C)ccn3c2NCC2CCCO2)ccc1O (stereo unspecified)	-3.9%	-3.6%	-1.1%	0.7%	·	3.5%	-17.1	0.5%	5.2%	0.7%	?
CN1c2ccc([N+](=O)[O-])cc2N(C)C1(C)c1ccccc1 (stereo unspecified)	?	0.1%	-1.8%	-10.4%	-8.6%	-18.6%	-32.3	-0.1%	-4.7%	0.1%	-4.5%
Cc1ccc(-n2nnnc2SC(C)C(=O)NCC(=O)Nc2ccc(F)c(F)c2F)c(C)c1 (stereo unspecified)	17.5%	-4.3%	19.9%	-0.8%	2.0%	-3.4%	-1.5	1.3%	14.0%[46.1 µM]	-0.9%	18.4µM*
O=C(/C=C/c1ccccc1)NC(=S)NNC(=O)Cc1cccs1	4.2%	-2.1%	-8.7%	-1.6%	-0.6%	-3.9%	7.1	-11.3%	5.2%[46.1 µM]	-0.2%	7.5%
COCCNc1oc(Cc2cccc3ccccc23)nc1C#N	0.1%	-2.0%	1.7%	4.8%	13.6%	-4.6%	-43.1	-1.5%	0.4%	-0.3%	5.8%
CC(C)N(Cc1ccccc1)C(=O)COC(=O)c1ccc2ncsc2c1	-1.9%	-2.2%	9.5%	-13.4%	-7.2%	3.2%	-6.8	-3.9%	4.7%	-0.6%	?
CCOC(=O)c1c(C)n(C)c2cc(Br)c(OC)cc12	?	-0.7%	11.1%	-3.7%	-8.3%	-1.0%	-7.1	1.6%	2.5%	0.2%	?
CCCCCCC(=O)N1CCCC(c2nc(-c3cccc(OC)c3)no2)C1 (stereo unspecified)	-0.1%	-7.3%	28.2%	5.8%	-0.5%	-15.0%	-3.9	0.0%	-1.8%	0.2%	-9.6%
O=C(Nc1ccc2c(c1)OCCO2)C(=O)NC1CC1	?	-0.8%	-4.3%	2.4%	-11.2%	-12.3%	13.9	2.5%	1.7%	-0.2%	?
COc1ccc(C(=O)N2CCCCC2)cc1S(=O)(=O)Nc1ccccc1	-0.7%	-6.2%	1.0%	-7.8%	-3.7%	4.4%	4.8	0.0%	8.5%	-0.6%	-11.7%
CCOC(=O)c1sc2c(c1C)c(=O)n(CCO)c(=O)n2Cc1ccccc1	-0.8%	-7.7%	29.2%	-9.2%	1.4%	-1.4%	-7.6	-0.6%	-5.0%	-1.0%	?
O=C(O)CCC(=O)N1N=C(c2ccc(Br)cc2)CC1c1cccs1 (stereo unspecified)	2.8%	1.1%	-1.3%	17.6%	0.1%	-1.1%	-18.0	8.7%	9.8%	-0.2%	-10.0%
COc1cc(NC(=O)c2ccccc2)c(C)cc1NC(=O)CC(CC(=O)O)c1ccccc1 (stereo unspecified)	-0.1%	-4.1%	-10.9%	0.3%	0.0%	13.2%	-11.4	-2.6%	1.4%	0.4%	25.7%
CCOC(=O)N1CCC(NC(=O)c2cc3c(=O)n(C)c4ccccc4c3n2C)CC1	-0.2%	-2.4%	-6.6%	-1.4%	-9.2%	-2.4%	-9.9	-1.5%	-4.3%[46.1 µM]	0.4%	?
CC(=O)Cc1nsc(NC(=O)c2ccc(-c3cc(Cl)ccc3Cl)o2)n1	?	-0.6%	-12.8%	2.0%	-0.7%	10.7%	-19.4	2.0%	2.2%	-0.2%	?
N=c1c2c3c(sc2ncn1N)CCCCC3	4.2%	-6.8%	-7.4%	-2.7%	3.1%	5.4%	8.4	1.3%	2.6%	-0.2%	-14.0%
Cc1cccc(N2CCN(S(=O)(=O)c3cc4c(cc3Cl)NC(=O)CO4)CC2)c1C	1.8%	-1.1%	1.3%	-0.3%	-3.0%	-8.9%	-10.2	-0.5%	1.3%	-0.1%	9.4%
C=CCN(CC=C)S(=O)(=O)c1ccc(NC(=S)NC(=O)C2CC2)cc1	-3.0%	-7.7%	10.9%	-2.4%	6.4%	-12.9%	-2.7	4.1%	-0.6%	-0.6%	?
SMILES	Chronic BCR inh	TSG101-PTAP inh	Mito fusion act	Tb PFK block	uPA generation	Eya2 phos inh	TSHR antag	USP2a block	TCR activator	B2AR arrestin	ELG1 DNA repair
Cn1cc(S(=O)(=O)N2CCN(C(=O)c3ccco3)CC2)c(=O)n(C)c1=O	-1.0%	-1.7%	-0.9%	4.9%	-2.3%	3.1%	16.0	2.7%	-4.6%	-0.3%	11.5%
O=C(Oc1c(-c2ccccc2Cl)oc2ccccc2c1=O)c1ccc(Cl)cc1	-2.1%	-3.0%	?	0.2%	-13.5%	-1.7%	-0.3	2.2%	-4.4%[46.1 µM]	-0.9%	-22.6%
CCNc1nc(NCC)nc(NS(=O)(=O)c2ccc(N)cc2)n1	0.6%	-0.2%	-2.3%	-7.5%	4.0%	-0.7%	12.2	1.3%	·	-0.3%	2.3%
Cc1ccc(SC(=O)COc2ccccc2C)cc1	1.6%	-2.4%	2.3%	2.5%	-8.4%	-1.5%	-1.8	2.9%	-0.5%	-0.2%	-13.4%
CN1CCN(S(=O)(=O)c2ccc(NS(=O)(=O)c3ccccc3)cc2)CC1	1.8%	-0.2%	-1.0%	0.2%	0.2%	2.5%	3.7	-2.5%	1.8%	-0.3%	?
COc1ccc(CCN(/C=C2\Sc3ccccc3C2=O)C(C)=O)cc1OC	?	-7.1%	-1.0%	3.7%	-8.3%	4.9%	17.5	0.2%	-1.6%	-0.3%	?
Cc1ccc([N+](=O)[O-])cc1NC(=S)NCCc1ccccc1	7.0%	-2.0%	-6.6%	-2.5%	5.8%	-5.5%	-4.7	-0.2%	13.5%	0.0%	10.0%
Cc1ccc(S(=O)(=O)N2CCC(C(=O)OCC(=O)N3CC(C)CC(C)C3)CC2)cc1C (stereo unspecified)	1.3%	-3.6%	-7.6%	-3.4%	-1.5%	-0.2%	3.9	-1.9%	-11.0%	0.0%	-1.1%
COCC(=O)N1CCC(Oc2ccc(C(=O)N3CCCCC3COC)cc2)CC1 (stereo unspecified)	-7.5%	-0.4%	-16.6%	-7.0%	5.3%	-12.6%	1.8	0.6%	2.5%	-0.3%	22.0%
CCOc1cc(/C=N/NC(=O)CN2CCOCC2)ccc1OCc1ccccc1	2.3%	-11.3%	13.5%	3.3%	0.0%	-0.2%	-0.5	2.1%	-5.4%[46.1 µM]	-0.1%	0.9%
CCc1ccc(NC(=O)CSc2n[nH]c(C)c2[N+](=O)[O-])cc1	4.7%	-0.4%	-1.8%	-0.7%	4.1%	3.7%	6.1	5.6%	-3.5%	-0.5%	10.2%
O=C(CN1CCC(NC(=O)c2cccc(F)c2)CC1)NCc1cccs1	-3.4%	-6.2%	-1.5%	1.2%	-1.9%	-4.0%	-2.5	1.2%	-3.9%	0.5%	9.8%

Hits appear at their usual frequency; about 3% have a hit in one of these screens.
